Runt-CBFb FRET: inhibitors of human RUNX1 Runt domain binding to CBFb. Q01196+Q13951. Cerulean-Runt/Venus-CBFb FRET ratio 530/480, 1 h. inhibition, % at 20 µM. 0.46% of 220,000 active. AID 1496;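 active = inhibition over about 50% at 20 µM in the single-dose screen, limit read from the data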;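 also: 0% = DMSO wells and 100% = excess unlabeled CBFb competitor control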
Target sequence (Q01196 whole entry, looked up, the tested form may be a part): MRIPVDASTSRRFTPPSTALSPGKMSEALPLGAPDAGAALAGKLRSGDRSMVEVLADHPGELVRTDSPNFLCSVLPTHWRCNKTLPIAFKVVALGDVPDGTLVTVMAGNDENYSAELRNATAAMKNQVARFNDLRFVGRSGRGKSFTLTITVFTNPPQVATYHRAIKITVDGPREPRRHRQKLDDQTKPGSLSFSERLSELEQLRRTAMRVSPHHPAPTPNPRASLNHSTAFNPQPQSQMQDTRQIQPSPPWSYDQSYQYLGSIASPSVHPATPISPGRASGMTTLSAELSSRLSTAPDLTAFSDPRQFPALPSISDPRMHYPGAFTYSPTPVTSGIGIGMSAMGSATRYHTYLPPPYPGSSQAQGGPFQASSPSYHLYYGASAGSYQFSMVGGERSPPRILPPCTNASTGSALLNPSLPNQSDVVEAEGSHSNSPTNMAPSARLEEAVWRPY
Target sequence (Q13951 whole entry, looked up, the tested form may be a part): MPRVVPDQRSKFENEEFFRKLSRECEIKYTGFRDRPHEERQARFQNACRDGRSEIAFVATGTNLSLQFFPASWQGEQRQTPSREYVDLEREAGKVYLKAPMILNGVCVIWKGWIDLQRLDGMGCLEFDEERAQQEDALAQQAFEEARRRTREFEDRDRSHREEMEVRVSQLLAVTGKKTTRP
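Buffer or medium: Tris pH 7.5 buffer with BSA. Assay system: Cerulean-labeled Runt domain protein. Amount: each fluorescent fusion protein 100 nM. Read-out basis: loss of energy transfer signal. Incubation: 1 h compound exposure, room temperature. Probe or stimulus: Venus-CBFb binding partner, 100 nM. Detection: FRET, excitation 422 nm, emission at 530 and 480 nm.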
Hck Nef HTS: human Hck-Nef kinase inhibition. 0.68% of 220,000 active. inhibition, % at 20 µM. Recombinant Hck-YEEI plus Nef, Z-Lyte FRET kinase assay. AID 463187;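 active = Hck-Nef kinase inhibition above about 50%, limit read from the data; inactive = inhibition below that limit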;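 also: 0% = DMSO with Hck plus Nef and 100% = Hck alone without Nef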
NPY Y1 blocker: NPY-Y1 (human) receptor antagonism. P25929. HEK293-CNG Y1 cells, membrane potential fluorescence; NPY at EC95, then isoproterenol. inhibition, % at 3.6 µM. 1% of 200,000 active. AID 1040;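 active = inhibition above the campaign mean inhibition of all tested compounds plus 3 SD, cut at about 20% in these data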;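 also: 0% = DMSO wells given NPY plus isoproterenol and 100% = isoproterenol alone without NPY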
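Material: Y1- and CNG-channel-expressing HEK293 cells / Probe or stimulus: NPY 25 nM then isoproterenol 1 µM plus Ro 20-1724 25 µM / Doses: 3.6 µM single dose, DMSO 0.4% / Schedule: compound incubation 1 h at room temperature, readout 45 min post-stimulation / Signal: membrane potential fluorescence / Benchmarks: isoproterenol-only wells as full block versus NPY-plus-isoproterenol wells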
RBBP9 inhibitor: inhibitors of human serine hydrolase RBBP9; O75884; recombinant RBBP9, FP-Rh probe fluorescence polarization; inhibition, % at 7.94 µM; 0.2% of 220,000 active;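 active = inhibition above the campaign mean of all tested compounds plus 3 SD, cut at about 14% in these data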;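 also: plate controls were DMSO wells with RBBP9 for no effect and wells lacking RBBP9 protein for full effect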
Target sequence (O75884 whole entry, looked up): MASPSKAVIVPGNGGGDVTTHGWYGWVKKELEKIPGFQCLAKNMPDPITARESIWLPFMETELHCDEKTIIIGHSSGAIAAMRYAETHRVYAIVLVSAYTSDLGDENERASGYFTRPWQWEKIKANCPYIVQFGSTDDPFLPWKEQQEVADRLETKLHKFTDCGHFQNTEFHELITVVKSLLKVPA
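system = RBBP9 protein | input = RBBP9 at 2.5 µM in dispensed solution, before mixing | measured by = fluorescence polarization (mP), excitation 525 nm, emission 598 nm | incubation = enzyme-compound preincubation 30 min, then probe labeling 45 min, 25 °C | buffer or medium = Tris-NaCl-Pluronic buffer, pH 8.0 | compound = single dose 7.94 µM | also added = FP-Rh probe, 375 nM dispensing solution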
NPY2 pot ag: human NPY-Y2 potentiation or agonism, primary screen; P49146; cells expressing NPY-Y2, potentiator/agonist read-out; activation, % at 3.6 µM; 0.45% of 220,000 active; in the data active = activation above about 27%;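 also: cells stimulated with NPY near EC25 plus isoproterenol at EC100; 0% = vehicle plus submaximal agonist and 100% = vehicle plus saturating agonist; some results beyond the cut were filed as inactive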
NPY1 pot ag: potentiates or activates human NPY-Y1 receptor; P25929; NPY-Y1 expressing cells, potentiator/agonist activation; activation, % at 3.6 µM; 0.37% of 220,000 active; in the data active = activation above about 33%, passing the limit was not always enough;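 also: cells stimulated with NPY at EC10 then isoproterenol at EC100; 0% = low agonist plus stimulus and 100% = saturating agonist plus stimulus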
Runt-SMMHC FRET: blocks binding of human RUNX1 Runt domain to CBFb-SMMHC; Q01196+Q13951; Cerulean-Runt/Venus-CBFb-SMMHC FRET ratio 530/480, 1 h; inhibition, % at 20 µM; 0.74% of 220,000 active; AID 1434;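 active = mean inhibition across duplicate retests at 20 µM reaching about 50%, limit read from the data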;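 also: 0% = DMSO wells and 100% = wells with excess untagged CBFb-SMMHC; inhibitors lower the FRET ratio by blocking Runt binding to CBFb-SMMHC; some results filed as inactive read as strong as hits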
p97 inhibitor: human p97 ATPase inhibition | 0.42% of 220,000 active | recombinant p97 ATPase, Kinase-Glo ATP luminescence, 3 h | P55072 | inhibition, % at 8 µM; in the data active = inhibition above about 15%;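 also: 0% = DMSO vehicle and 100% = wells lacking enzyme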
Mdm2 ligase inh: Mdm2 E3 ligase (human) inhibition. AID 1230. cell-based MDM2 ubiquitination luciferase reporter, 2 h; 0 = plate control, 100 = twice control, blank-subtracted. 0.11% of 210,000 active. signal enhancement, % at 5 µM;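 active = signal enhancement of 30% or more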;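 also: luminescence tracks abundance of the self-degrading MDM2-luciferase fusion protein; higher signal means inhibition of MDM2 E3 ligase activity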
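System: stable MDM2–luciferase fusion reporter cells / Input: 2000 cells seeded into each well / Schedule: 4 h settle plus 2 h compound, 37 °C / Compound: single-point 5 µM / Buffer or medium: cells held in DMEM / Benchmarks: control and blank well means / Evaluation: percent signal gain over controls, blank-subtracted / Measured by: luciferase luminescence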
Numbers without * were called inactive; x = no result given.

1	C#CCn1c(=NC(=O)c2ccc(Cl)s2)sc2cccc(OC)c21
2	CCOC(=O)Cc1csc(NC(=S)NC(=O)c2ccc([N+](=O)[O-])cc2)n1
3	Cc1cc(C)cc(OCC(=O)N2N=C(C(F)(F)F)CC2(O)C(C)(C)C)c1 (centres undefined)
4	OC(COc1ccc(CNCc2cccnc2)cc1)CN1CCc2ccccc2C1 (centres undefined)
5	NC(=O)C1(N2CCCCC2)CCN(Cc2ccc(F)cc2)CC1
6	Cc1ccc(F)cc1NC(=O)c1c(-c2ccccc2)noc1C

Assay by compound,1,2,3,4,5,6
p97 inhibitor,3,3,-3,2,-7,-2
RBBP9 inhibitor,-3,-3,-11,1,-8,-7
NPY2 pot ag,-11,12,5,-11,-7,-8
Hck Nef HTS,3,2,6,21,-2,0
NPY Y1 blocker,9,3,-2,10,1,-2
Runt-CBFb FRET,3,0,-7,0,5,0
Mdm2 ligase inh,-12,-14,-17,-9,-12,-14
NPY1 pot ag,3,5,-7,-16,-7,-14
Runt-SMMHC FRET,-4,8,20,-3,2,-1

7	CCCC(=O)NC(C)c1nc2ccccc2n1C (centres undefined)
8	CC1=CC(C#N)(C#N)C(C#N)(C#N)C(c2ccccc2)N1 (centres undefined)
9	N#C/C(=C\c1cn(CCOc2ccccc2)c2ccccc12)C(=O)NCc1cccs1
10	NC(=O)c1cc([N+](=O)[O-])ccc1NCCN1C(=O)c2ccc(C(=O)O)cc2C1=O
11	CCOC(=O)c1c(CC(C)C)csc1NC(C)=O
12	O=c1[nH][nH]c(-c2ccccc2)c1C=Nc1ccc(C(F)(F)F)cc1

Assay by compound,7,8,9,10,11,12
p97 inhibitor,0,4,5,-2,-2,5
RBBP9 inhibitor,-6,0,-3,-6,-4,5
NPY2 pot ag,4,4,2,-5,-6,-5
Hck Nef HTS,1,2,4,27,3,18
NPY Y1 blocker,-2,3,-5,-2,3,-2
Runt-CBFb FRET,2,0,3,2,-6,0
Mdm2 ligase inh,-16,0,-7,-17,7,9
NPY1 pot ag,14,8,-12,-12,-12,0
Runt-SMMHC FRET,-4,-3,12,0,2,-1

13	CC1(C)CC(=O)C(CC2=C(N)CC(C)(C)CC2=O)=C(N)C1
14	CCCCC(=NCCc1c(C)[nH]c2ccccc12)C1=C(O)CC(c2ccccc2)CC1=O (centres undefined)
15	O=C(CCCSc1nc2ccccc2[nH]1)NC1CCCCC1
16	COc1cccc(/C=C/C(=O)OCC(=O)c2c[nH]c3ccccc23)c1OC
17	Cc1ccc(C)c(N2CCN(C(c3ccncc3)c3nnnn3Cc3ccccc3)CC2)c1 (centres undefined)
18	COc1ccc(C(=O)OC(C)C(=O)Nc2cc(C(F)(F)F)ccc2Cl)c(OC)c1OC (centres undefined)

Assay by compound,13,14,15,16,17,18
p97 inhibitor,-1,4,-2,-5,-8,-8
RBBP9 inhibitor,-9,-3,-5,-4,-10,-4
NPY2 pot ag,7,-2,-8,0,-6,-20
Hck Nef HTS,11,17,20,-2,1,3
NPY Y1 blocker,x,1,2,-2,3,6
Runt-CBFb FRET,5,-4,-2,-4,-2,-4
Mdm2 ligase inh,x,10,8,-2,-8,-15
NPY1 pot ag,-8,11,-14,-3,-12,-55
Runt-SMMHC FRET,35,0,-1,-2,1,-4

19	Fc1ccccc1CSc1nnc(-c2ccccc2)o1
20	O=C(Nn1cnnc1)C(c1ccccc1)c1ccccc1
21	COc1cc(NC(=O)c2ccc(N)nc2)cc(C(=O)Nc2cccc(C(F)(F)F)c2)c1
22	CNC(=O)c1nn(-c2ccc(Cl)cc2)ccc1=O
23	C/C(N)=C(/C#N)C(=O)COC(=O)CNC(=O)c1ccc(Cl)cc1Cl
24	O=C1C2C3C=CC(CC3)C2C(=O)N1/N=C/c1c(O)ccc2ccccc12 (centres undefined)

Assay by compound,19,20,21,22,23,24
p97 inhibitor,-6,-4,x,-2,0,7
RBBP9 inhibitor,-2,-5,x,-6,-2,-4
NPY2 pot ag,4,1,x,-3,-8,0
Hck Nef HTS,2,0,24,-1,-4,23
NPY Y1 blocker,29*,-2,x,3,-2,1
Runt-CBFb FRET,-4,-3,1,0,0,21
Mdm2 ligase inh,-21,-10,8,-12,-21,-8
NPY1 pot ag,-13,1,x,-16,-14,5
Runt-SMMHC FRET,-1,2,-2,-2,-23,25

25	CCC(C)NC(=O)Cn1nc(C(F)(F)F)c2c1CCCC2 (centres undefined)
26	Cc1csc2ncc(C(=O)Nc3ccon3)c(=O)n12
27	O=C(CSCc1ccc(Cl)cc1)Nc1ccc(S(=O)(=O)N2CCCCCC2)cc1
28	COc1ccc(NC(C)=O)cc1NC(=O)CN1CCN(S(=O)(=O)c2ccc(C(C)C)cc2)CC1
29	CCN1CC(C)C(O)(c2ccccc2)CC1C (centres undefined)
30	COC(/C=C/Nc1ccc(OC)cc1)=C(C#N)C#N

Assay by compound,25,26,27,28,29,30
p97 inhibitor,3,1,3,1,-3,1
RBBP9 inhibitor,-4,-1,-11,-4,-4,3
NPY2 pot ag,10,4,10,-7,-5,-5
Hck Nef HTS,5,0,3,2,0,-1
NPY Y1 blocker,0,2,1,1,3,40*
Runt-CBFb FRET,-1,-4,1,-2,6,0
Mdm2 ligase inh,-11,-6,-8,-5,-34,5
NPY1 pot ag,-6,10,27,0,-26,-8
Runt-SMMHC FRET,-1,-1,3,-7,0,0

31	CC1(C)CC(O)C(C)(C)N1O (centres undefined)
32	CC(=O)O[C@H]1CC[C@H]2[C@@H]3CCc4cc(O)ccc4[C@H]3CC[C@]12C
33	CC(C)(C)NC(=S)N/N=C/c1cc(Br)c(O)c(Br)c1
34	COC(=O)C1=C(C(=O)OC)[C@@H]2N(Cc3ccccc3)c3ccccc3[C@@]23C[C@@H](CO)N(C(=O)NC2CCCC2)C3=N1
35	CC(=O)c1nn(-c2ccc(Br)cc2)cc1C(=O)c1ccco1
36	Cc1ccc(S(=O)(=O)N(CC(=O)NN=C2CCN(C)CC2)c2ccc(F)cc2)cc1

Assay by compound,31,32,33,34,35,36
p97 inhibitor,-2,8,7,x,-7,-2
RBBP9 inhibitor,-5,-4,-3,x,-5,-8
NPY2 pot ag,-6,9,23,x,-14,4
Hck Nef HTS,0,-3,25,23,0,-2
NPY Y1 blocker,-2,7,x,x,-4,0
Runt-CBFb FRET,-1,-1,2,-4,-2,0
Mdm2 ligase inh,-2,x,-8,17,7,-13
NPY1 pot ag,12,-15,21,x,-21,-5
Runt-SMMHC FRET,-13,-5,2,-2,2,-5

37	Cc1nc(N2CCN(S(=O)(=O)c3ccccc3)CC2)c2cc(-c3ccccc3)sc2n1
38	CCN(C(=O)C(C)Cl)c1ccccc1 (centres undefined)
39	Clc1ccc(-c2nnc3sc(Cc4cccs4)nn23)c(Cl)c1
40	CCCc1[nH][nH]c(=O)c1C(c1ccccc1)C(C#N)C#N (centres undefined)
41	C=CCn1c(C)cc(/C([O-])=C(/C(=S)Nc2ccc(OC(F)F)cc2)[n+]2ccc(N(C)C)cc2)c1C
42	CCOC(=O)C1CCN(Cc2c(F)cccc2Cl)CC1

Assay by compound,37,38,39,40,41,42
p97 inhibitor,-3,0,-5,2,1,-7
RBBP9 inhibitor,-8,-6,0,-1,4,0
NPY2 pot ag,1,1,-15,7,-3,-13
Hck Nef HTS,-1,22,2,1,25,-2
NPY Y1 blocker,1,-4,-4,7,3,6
Runt-CBFb FRET,-2,1,-3,-2,1,-2
Mdm2 ligase inh,-24,-9,-14,-9,-2,-6
NPY1 pot ag,-20,15,-17,4,5,-3
Runt-SMMHC FRET,-3,0,4,1,-2,0

43	CCOc1ccc(N2CC(C(=O)Nc3ccc4c(c3)OCO4)CC2=O)cc1 (centres undefined)
44	CCCS(=O)(=O)N1CCn2c(nc3ccccc32)C1
45	CCCCOC(=O)Nc1cc(OC)c(Cl)cc1OC
46	Cc1ccc(CNC(=O)Nc2cccc(C)c2)cc1
47	Cn1c(-c2ccc3c(c2)OCO3)cnc1NCc1ccccc1Cl
48	CC(=O)Nc1ccccc1OCc1nnc(-c2ccc(Cl)cc2)o1

Assay by compound,43,44,45,46,47,48
p97 inhibitor,-5,-7,6,-4,-2,-6
RBBP9 inhibitor,-8,-8,-11,-10,2,-12
NPY2 pot ag,-12,-11,-6,-8,-2,2
Hck Nef HTS,13,0,-9,-26,-19,21
NPY Y1 blocker,6,1,3,2,12,-1
Runt-CBFb FRET,-2,4,-1,-2,0,0
Mdm2 ligase inh,-9,-4,-6,-16,-18,-17
NPY1 pot ag,-10,-24,-2,7,-7,-25
Runt-SMMHC FRET,2,3,1,-2,1,0

49	COC(=O)C1=C(C)N=C2SCCC(=O)N2C1c1cccs1 (centres undefined)
50	COc1cc2c(cc1NC(=O)Nc1ccc(C)cc1)oc1ccccc12
51	CCOc1ccc(C(=O)NC(=S)Nc2ccccc2OC)cc1[N+](=O)[O-]
52	COc1ccc(OCC(=O)Nc2ccc(NC(=O)c3ccco3)cc2)cc1
53	COc1ccc2c(CC(=O)Nc3c(C)n(C)n(-c4ccccc4)c3=O)coc2c1
54	Fc1ccc(C2NCCn3cccc32)cc1 (centres undefined)
55	COc1cc(N=C2C(=O)N3c4c(cccc42)C(C)=CC3(C)C)cc(OC)c1
56	Cc1ccccc1OCC(=O)Nc1ccccc1CO
57	CCCCOc1ccc(S(=O)(=O)Nc2cccnc2)cc1

Assay by compound,49,50,51,52,53,54,55,56,57
p97 inhibitor,-7,8,7,0,-1,3,6,7,2
RBBP9 inhibitor,-3,4,-10,-11,-8,2,0,-12,-1
NPY2 pot ag,-21,8,2,-6,-2,-1,8,7,37
Hck Nef HTS,0,9,4,2,2,1,11,2,3
NPY Y1 blocker,-1,-4,-3,1,-3,7,4,-3,10
Runt-CBFb FRET,3,1,-2,0,1,x,2,0,-1
Mdm2 ligase inh,-10,-5,7,1,-12,12,7,-13,-2
NPY1 pot ag,20,-8,6,-11,-3,15,12,-11,8
Runt-SMMHC FRET,6,0,1,-5,-7,-12,1,-2,-3

Source: PubChem (several laboratories)
